# Pol eta inh = qHTS for Inhibitors of Polymerase Eta. DNA polymerase eta (Homo sapiens), Q9Y253. recombinant Pol eta, fluorescent DNA replication assay. Potency, µM (highest dose often 114 µM), inactives show at the top dose activity change, negative = inhibition, hits mostly inhibitors. 390,000 tested, 1.2% active. AID 588591, 2011; further: on the % scale 0 is the no-effect control and ±100 the full control effect
# Target sequence (Q9Y253 whole entry, looked up): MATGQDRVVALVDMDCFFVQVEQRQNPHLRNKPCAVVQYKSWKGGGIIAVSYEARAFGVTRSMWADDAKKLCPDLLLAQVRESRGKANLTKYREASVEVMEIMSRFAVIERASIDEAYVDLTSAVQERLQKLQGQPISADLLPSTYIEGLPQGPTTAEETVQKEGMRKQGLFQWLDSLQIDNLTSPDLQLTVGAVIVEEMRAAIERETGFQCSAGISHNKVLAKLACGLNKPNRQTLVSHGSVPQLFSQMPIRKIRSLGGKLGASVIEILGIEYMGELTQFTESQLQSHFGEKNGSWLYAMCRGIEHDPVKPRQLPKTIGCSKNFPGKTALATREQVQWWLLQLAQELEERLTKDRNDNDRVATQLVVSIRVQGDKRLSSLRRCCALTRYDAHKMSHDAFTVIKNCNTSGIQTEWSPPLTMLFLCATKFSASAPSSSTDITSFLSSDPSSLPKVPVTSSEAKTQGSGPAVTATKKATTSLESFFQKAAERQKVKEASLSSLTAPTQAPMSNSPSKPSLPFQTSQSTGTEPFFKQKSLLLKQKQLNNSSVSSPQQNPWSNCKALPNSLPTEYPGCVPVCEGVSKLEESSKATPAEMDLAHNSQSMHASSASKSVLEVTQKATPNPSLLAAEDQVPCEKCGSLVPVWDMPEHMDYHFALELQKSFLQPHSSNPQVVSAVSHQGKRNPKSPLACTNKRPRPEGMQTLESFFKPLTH
#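 Fluorescent replication assay: 50 nM final substrate added after a 15 min room-temperature compound preincubation with 10 nM enzyme. Signal taken at 0 min and again at 10 min.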
# G9a block = qHTS Assay for Inhibitors of Histone Lysine Methyltransferase G9a; Potency, µM (doses to about 102 µM), without a hit: at the top dose activity, negative = inhibition, usual class: inhibitors; Histone-lysine N-methyltransferase EHMT2 (Homo sapiens), Q96KQ7; G9a H3K9 monomethylation, AlphaScreen, 2 h; 350,000 tested, 8.8% active; further: on the % scale 0 is the no-effect control and ±100 the full control effect; nearly all actives have a fitted effect of over 75% in size
#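 Readings reflect AlphaScreen signal from monomethyl-H3K9 antibody detection. HMT at 20 nM; substrate b-H3K9 500 nM; cofactor SAM 20 uM; 2 h RT reaction; compounds tested as titrations in qHTS with 15 min preincubation.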
# POLB inh = qHTS Assay for Inhibitors of DNA Polymerase Beta; P06746; Pol beta primer extension/strand displacement, fluorescence kinetic; Potency, µM (titrated, usually from 114 µM), without a hit: at the highest dose activity change, negative = inhibition, most hits filed as inhibitors; 340,000 tested, 1.3% active; AID 485314, 2010; further: on the % scale 0 is the no-effect control and ±100 the full control effect
#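 Curves were derived by four-parameter Hill fits of normalized qHTS data. The kinetic fluorescent primer-extension read was taken at 0 and 10 min after 50 nM substrate, following a 15 min room-temperature preincubation of 10 nM enzyme with compounds.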
# BLM inh = qHTS Assay for Inhibitors of Bloom's syndrome helicase (BLM); RecQ-like DNA helicase BLM (Homo sapiens), P54132; recombinant BLM DNA unwinding, fluorescence dequenching; Potency, µM (titrated, usually from 56.1 µM), without a hit: at the highest dose activity change, negative = inhibition, hits mostly inhibitors; 350,000 tested, 0.2% active; AID 2528, 2010;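 further: plate controls were vehicle for no effect and no enzyme for full effect; nearly all actives have a fitted effect of over 35% in size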
# Pol iota inh = qHTS for Inhibitors of Polymerase Iota. Pol iota fluorescent replication assay, 10 min. Potency, µM (top dose mostly 115 µM), inactives show at the highest dose activity, negative = inhibition, most hits filed as inhibitors. 390,000 tested, 1% active
#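 Pol iota at 10 nM preincubated 15 min with compounds at room temperature; reaction started with fluorescent substrate, 50 nM final. Fluorescence read kinetically at 0 and 10 min; buffer-only wells as negative control.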
# APEX1 inh = qHTS Assay for Inhibitors of the Human Apurinic/apyrimidinic Endonuclease 1 (APE1) | DNA repair nuclease/redox regulator APEX1 (Homo sapiens), P27695 | recombinant APE1, TAMRA/BHQ-2 abasic DNA cleavage fluorescence | Potency, µM (series often up to 65.8 µM), without a hit: at the top dose activity change, negative = inhibition, most hits filed as inhibitors | 350,000 tested, 0.35% active | AID 2517, 2012;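 further: plate controls were vehicle for no effect and reference inhibitor for full effect; nearly all actives have a fitted effect of over 55% in size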
# Target sequence (P27695 whole entry, looked up): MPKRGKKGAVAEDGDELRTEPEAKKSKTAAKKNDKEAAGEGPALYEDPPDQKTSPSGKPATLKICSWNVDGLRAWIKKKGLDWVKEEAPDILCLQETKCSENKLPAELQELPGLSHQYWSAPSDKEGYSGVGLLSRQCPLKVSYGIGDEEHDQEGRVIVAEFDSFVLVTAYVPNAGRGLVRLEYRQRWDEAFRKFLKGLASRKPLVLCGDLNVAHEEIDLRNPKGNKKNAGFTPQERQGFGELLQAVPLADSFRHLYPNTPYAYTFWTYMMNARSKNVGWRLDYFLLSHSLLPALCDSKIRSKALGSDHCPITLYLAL
#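 APE1 at 0.75 nM preincubated 15 min at room temperature with compound. Reaction then started with 50 nM double-stranded THF-abasic substrate labelled with TAMRA/BHQ-2, and 525/598 nm fluorescence read kinetically. Activity taken as third-minus-first read difference, normalized to DMSO and NSC13755 controls.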
# BAZ2B inh = qHTS Assay for Inhibitors of BAZ2B; Bromodomain adjacent to zinc finger domain protein 2B (Homo sapiens), Q9UIF8; AlphaScreen BAZ2B-H3K14Ac peptide displacement; Potency, µM (top dose mostly 114 µM), for the others: at the top dose activity change, negative = inhibition, most hits filed as inhibitors; 360,000 tested, 4.4% active; AID 504333, 2011; further: on the % scale 0 is the no-effect control and ±100 the full control effect; nearly all actives have a fitted effect of over 60% in size
#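 Compounds, titrated to a top concentration of 110 uM, were incubated 30 min at room temperature with preformed BAZ2B/acetyl-K14 H3 peptide complex (50 nM each). Proximity signal was measured by AlphaScreen after 20 min with beads.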
# Apoferritin bind = qHTS Assay for Identification of Novel General Anesthetics; Ferritin light chain (Equus caballus), P02791; apoferritin/1-aminoanthracene competitive binding, fluorescence; Potency, µM (series often up to 77.5 µM), for the others: top-dose activity change, negative = displacement, most hits filed as inhibitors; 350,000 tested, 0.074% active; further: on the % scale 0 is the no-effect control and ±100 the full control effect; nearly all actives have a fitted effect of over 20% in size
#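 Horse-spleen apoferritin (10 uM) in 50% saturated 1-aminoanthracene in PBS was incubated 10 min at room temperature with compound. Fluorescence (ex 380, em 535 nm) was normalized to free and bound 1-AMA, with concentration-response fitted by a four-parameter Hill equation.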
# POLK inh = qHTS for Inhibitors of Polymerase Kappa; AID 588579, 2011; Potency, µM (series often up to 107 µM), for inactives: at the top dose activity, negative = inhibition, usual class: inhibitors; purified Pol kappa, fluorescent DNA synthesis assay, 10 min; 400,000 tested, 0.53% active; DNA polymerase kappa (Homo sapiens), Q9UBT6; further: on the % scale 0 is the no-effect control and ±100 the full control effect
#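 Activity was followed as the change in fluorescence between reads at 0 and 10 min after starting the reaction with 50 nM substrate. Beforehand, 10 nM polymerase had been preincubated with compound for 15 min at room temperature.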
# * marks the source's active call; other numbers are inactive results; u = inconclusive; x = not tested or not shown; & = joins results of further samples; [ ] = another dose, or the depositor's remark. The call rests on the fitted dose curve; in most records, active means well fitted curve in the direction sought with a large enough effect; inconclusive means small, poorly fitted or top-dose-only effect, or another doubt; inactive means no such curve, though single readings can be large; an effect the other way counts as inactive or inconclusive. Potency means the concentration at half of the fitted maximal effect. Not all compounds are listed; rates above refer to the full screens.
SMILES	Pol eta inh	G9a block	POLB inh	BLM inh	Pol iota inh	APEX1 inh	BAZ2B inh	Apoferritin bind	POLK inh
CCOC(=O)c1[nH]c(C)c(C(=O)NC2CCN(C(=O)OCC)CC2)c1C	-17%	12%[2.33 µM]	51%[activator]	-2%	-4%	3%	15%	-5%	-14%
Nc1ncnc2c1nc(SCCO)n2Cc1ccccc1	5%	9%	5%	0%	94%[activator]	-3%	-5%	1%	-1%
CC(C)(C)NC(=O)CN(CCN1CCOCC1)C(=O)CNS(=O)(=O)c1ccccc1	-20%	18%[59 µM]	-2%	2%	28%	38%[12.4 µM]	3%	0%	11%
COc1cc(/C=N/Nc2ccccc2)ccc1OC(=O)c1cccs1	-10%	28µM*	3%	-5%	3%	6%	16%	-5%	-5%
Cc1ccc(S(=O)(=O)/N=C(/Nc2cccc(O)c2)c2ccccc2)cc1	-11%	8%	-1%	-1%	13%	21%	4%	3%	1%
Cc1ccc(S(=O)(=O)C2(C(=O)N(C)C3CCCCC3)CC2)cc1	-5%	5%[59 µM]	23%	1%	5%	-1%	3%	-10%	-18%
O=C(Nc1ccccc1N1CCN(C(=O)c2ccccc2)CC1)c1ccc2c(c1)OCO2	-12%	11%[2.33 µM]	4%	-4%	6%	-3%	-21%	-20%	-2%
O=C(CN1CCC(NC(=O)Nc2ccccc2-c2ccccc2)CC1)NCc1ccco1	2%	6%[12.7 µM]	15%	1%	-4%	0%	4%	-10%	-2%

# Structures listed so far marked active in G9a block.
SMILES,Pol eta inh,G9a block,BLM inh,Pol iota inh,BAZ2B inh,POLK inh
COc1cc(/C=N/Nc2ccccc2)ccc1OC(=O)c1cccs1,-10%,28µM*,-5%,3%,16%,-5%

# Remaining list, next part
SMILES	Pol eta inh	G9a block	POLB inh	BLM inh	Pol iota inh	APEX1 inh	BAZ2B inh	Apoferritin bind	POLK inh
CN(C)C(=O)c1ccc(-c2nc(N3CCOCC3)c3ccccc3n2)cc1	x	5%[0.501 µM]	x	4%	x	-8%	x	x	-5%[60.1 µM]
C=CCNC1=C2C[C@@H](C)C[C@H](OC)[C@H](O)[C@@H](C)/C=C(\C)[C@H](OC(N)=O)[C@@H](OC)/C=C/C=C(\C)C(=O)NC(=CC1=O)C2=O	x	5%[12.7 µM]	x	-1%[12.4 µM]	x	-4%[12.4 µM]	x	-4%[15.3 µM]	-4%[12 µM]
O=C(NC1CCCCCCC1)C1CCN(S(=O)(=O)N2CCC3(CC2)OCCO3)CC1	-9%	-3%[12.7 µM]	29%	1%	26%	0%	-3%	-7%	-4%
CCC(=O)Oc1c(S(=O)(=O)c2ccc(C)cc2)c(C)nn1C(C)(C)C	-8%	27%[12.7 µM]	29%	-4%	-1%	-4%	12%	-15%	-13%
CC(=O)CC(=O)NC1C2CC3CC(C2)CC1C3 (stereo unspecified)	-9%	-2%	37%	0%	9%	-2%	1%	u	-19%
CCC(=O)N1CCCc2cc(S(=O)(=O)N3CCC(C(=O)Nc4cccc(Cl)c4)CC3)ccc21	-5%	-8%[59 µM]	5%	-10%	6%	x	-31%	7%	-3%[60.1 µM]
COc1ccc(CNC(=O)C(Cc2ccccc2)n2cccc2)cc1 (stereo unspecified)	-18%	-37%	-10%	-5%	51%[activator]	-1%	u	-1%	4%
Cc1cc(C(=O)COc2ccc(Br)cc2F)c(C)n1C1CC1	-14%	-9%[59 µM]	x	x	u	-2%	-5%	x	-1%
O=C(Nc1nc2ccc(S(=O)(=O)N3CCOCC3)cc2s1)c1cccs1	-13%	x	11%	-2%	16%	-3%	-36%	-8%	-5%
COc1cc(O)c(C(CC(=O)N2CCCC2)c2ccc(N(C)C)cc2)c(OC)c1 (stereo unspecified)	-3%	u	1%	-2%&-1%	-13%&14%	-2%&-2%	u	-23%&4%	16%&10%
CCCCNC(=O)CCn1c(=O)c2cccn2c2ccc(F)cc21	-4%&2%	17%	34%&8%	2%&-4%	u	9%	4%&-17%	u	-8%&-13%
CCCc1cc(C(=O)Nc2cccc(Cl)c2C)no1	-18%	63%[activator]	3%	-5%	59%[activator]	-3%	69%[activator]	-17%	-4%
O=C(NCC(=O)N1CCN(C(c2ccccc2)c2ccccc2)CC1)c1ccccc1F	-10%	-30%	-9%	-13%	-21%	49%	-37%	-9%	-1%
O=C(Cn1cccc1C(=O)c1ccccc1)NCc1ccc2c(c1)OCO2	0%	-2%[2.33 µM]	9%	5%	-9%	1%	-33%	u	2%
COc1ccc(OC)c(NC(=O)NNS(=O)(=O)c2ccc(C)cc2C)c1	-26%	30%	26%	-2%	13%	44%	-16%	14%	0%
Cc1nncn1-c1ccc(C(=O)Nc2cc(F)ccc2F)cc1	-9%	4%[59 µM]	28%	-2%	12%	x	11%	8%	-6%[60.1 µM]
Cc1[nH]c(C)c(S(=O)(=O)N2CCCCC2)c1C(=O)N1CCCC1	-9%	-10%	-14%	-3%	16%	7%	-2%	-3%	6%
COC(=O)c1ccc(-c2cc(CC3(C(=O)OC)CCN(C(=O)OC(C)(C)C)CC3)on2)cc1	-10%	x	26%	-7%	-17%	-7%	3%	-9%	2%
CCOC(=O)c1cccnc1NC(=O)c1ccccc1	-1%	13%[59 µM]	29%	-1%	60%[activator]	3%	-9%	-8%	-12%
CN(CC(=O)Nc1cccc(F)c1)C(=O)c1cc(S(=O)(=O)N2CCCCC2)ccc1N1CCOCC1	-14%	u	x	x	32%[activator]	16%	2%	x	4%
Cc1ccc(C(=O)NCC(=O)OC(C)C(=O)Nc2ccccc2[N+](=O)[O-])s1 (stereo unspecified)	-19%	x	x	x	14%	-9%	x	x	2%
Cc1cc(C)c(OCCN2C(=O)NC(C)(C)C2=O)c(Cl)c1	-9%	-44%	2%	-6%	2%	10%	7%	-20%	-3%
O=C(CCn1c(=O)sc2ccccc21)Nc1nc2ccccc2s1	-7%	-10%[59 µM]	3%	1%	-4%	-8%	4%	-1%	-1%
O=C(NC(c1ccccc1)c1ccccc1)C1CCCO1 (stereo unspecified)	-23%	4%	5%	-11%	107%[activator]	8%	-5%	-2%	-5%
O=C(NCc1ccc(Cl)cc1)C1=Cc2cc(Br)ccc2OC1	-8%	12%[59 µM]	1%	-2%	5%	x	0%	2%	-15%[60.1 µM]
CCCCOc1ccc(C(=O)Nc2ccc3c(c2)OCO3)cc1	-15%	2%	3%	1%	29%	12%	-2%	-3%	2%
C[C@H]1CN([C@@H](C)CO)C(=O)c2cccc(NC(=O)C3CC3)c2O[C@H]1CN(C)S(=O)(=O)c1ccccc1	-7%	x	x	x	18%	10%	x	x	6%
CCOc1ccc(NC(=O)c2c(NC(=O)CN3CCN(C)CC3)sc3c2CCC3)cc1	x	9%	0%	2%	x	12%	-19%	-6%	x
COc1ccc(-c2cn(CCO)c(CCN)n2)cc1	-18%	u	x	x	3%	0%	-30%	x	7%
O=C(CSc1nnc(-c2ccccc2)c(-c2ccccc2)n1)NC1CCCC1	-1%	-49%[59 µM]	1%	-1%	-2%	x	u	-16%	-17%
CCC(=O)Nc1cccc(C2=NOC3(C2)C[C@@H](C(N)=O)N(C(=O)CC(c2ccccc2)c2ccccc2)C3)c1 (stereo partly specified)	-15%	-2%[59 µM]	u	-6%	-1%	-1%	-25%	-20%	-10%
Cc1ccc(-n2ncc3c(NCCc4ccccc4)ncnc32)cc1C	-8%	25%[59 µM]	1%	-12%	2%	x	-7%	213%[activator]	-13%[60.1 µM]
O=C(NCCNCCO)c1c(O)c2cccc3c2n(c1=O)CCC3	-4%	u	5%	37%[activator]	-5%	2%	u	-9%	-6%
CCN(C(=O)COC(=O)c1nccnc1N)c1cccc2ccccc12	-16%	x	x	x	81%[activator]	-2%	x	x	-13%
COC(=O)c1cccc(NC(=O)c2cc(OC)c(OC)c(OC)c2Br)c1	-11%	-39%[59 µM]	6%	4%	28%	8%	-2%	-21%	-15%
C=CCN1C(=O)S/C(=C\c2ccc3c(c2)n(C)c(=O)n3C)C1=O	-1%	-45%[59 µM]	5%	-4%	25%	5%	1%	-8%	9%
O=C(NCCCn1ccnc1)c1ccc(Br)cc1	-3%	17%	-1%	-1%	-11%	27%	-23%	-10%	2%

# Complete entries as entered above. Screens in order: Pol eta inh | G9a block | POLB inh | BLM inh | Pol iota inh | APEX1 inh | BAZ2B inh | Apoferritin bind | POLK inh
# O=C(NCCNCCO)c1c(O)c2cccc3c2n(c1=O)CCC3 across the screens: -4% | u | 5% | 37%[activator] | -5% | 2% | u | -9% | -6%
# COC(=O)c1cccc(NC(=O)c2cc(OC)c(OC)c(OC)c2Br)c1 across the screens: -11% | -39%[59 µM] | 6% | 4% | 28% | 8% | -2% | -21% | -15%
# C=CCN1C(=O)S/C(=C\c2ccc3c(c2)n(C)c(=O)n3C)C1=O across the screens: -1% | -45%[59 µM] | 5% | -4% | 25% | 5% | 1% | -8% | 9%
# O=C(NCCCn1ccnc1)c1ccc(Br)cc1 across the screens: -3% | 17% | -1% | -1% | -11% | 27% | -23% | -10% | 2%
